Screens as filed in PubChem.
ELG1 repair inh – inhibitors of ELG1-dependent DNA repair in HEK293T cells; HEK293T ELG1-luciferase reporter, luminescence, 16 h; DNA damage induced by 5-fluorouridine; Potency, µM (doses to about 46.1 µM), for inactives: at the top dose activity change, negative = inhibition, usual class: inhibitors; 330,000 compounds, 2.3% hits; further: potency means the concentration at half of the fitted maximal effect; on the % scale 0 is the no-effect control and ±100 the full control effect; nearly all actives have a fitted effect of over 55% in size
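HEK293T cells expressing luciferase-tagged ELG1 (2,000/well) received 5-Fluorouridine plus compound or DMSO for 16 hr at 37 °C. Luciferase was read by ONE-Glo luminescence after 30 min at room temperature.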
TCR activator – activators of T cell receptors. primary human leukocytes, anti-CD3, IL-2 HTRF, 48 h. 330,000 tested, under 10 active. Potency, µM (highest dose often 9.22 µM), for inactives: top-dose activation of IL-2 secretion, actives largely listed as activators; further: % of control where 0% means no effect
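HTRF read-out of IL-2 secretion: europium cryptate donor excited at 320nm, d2 acceptor emission at 665nm. Cells were primary human leukocytes incubated 48 hr with compounds and a-CD3 beads, supplying TCR signal only.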
hERG WT inh – KCNH2 (human, wildtype) channel inhibition. 340,000 compounds, 0.37% hits. U2OS, BacMam KCNH2, thallium flux FluxOr; active compounds read low. activity change, % at 1.84 µM;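 active means maximum activity change below -70%; inconclusive means maximum activity change between -70% and -50%; inactive means maximum activity change above -50%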; further: on the % scale 0 is the no-effect control and ±100 the full control effect
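U2OS cells were transduced with wild-type KCNH2 virus (2.03 x 10^8 / mL) for 4 h at room temperature, then cultured overnight at 37 C. Thallium flux was read with FluxOr dye. Rate constants were normalized to DMSO controls.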
Eya2 phos inh – blocks the phosphatase activity of human Eya2. AID 488837. 330,000 compounds, 0.006% hits. Potency, µM (doses to about 76.9 µM), inactives show at the top dose activity, negative = inhibition, most hits filed as inhibitors. recombinant Eya2, OMFP fluorescence dephosphorylation (OMFP is methylfluorescein phosphate); further: potency means the concentration at half of the fitted maximal effect; on the % scale 0 is the no-effect control and ±100 the full control effect
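Eya2 (0.2 uM) preincubated 10 min at ambient with compound, then OMFP substrate added at 50 uM; 10 min reaction in 50 mM HEPES pH 7.5, 50 mM NaCl, 5 uM MgCl2, 0.05% BSA, 1 mM DTT. Fluorescence read at Ex 485/Em 525 nm.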
TSHR antagonist – human thyrotropin receptor antagonism. P16473. TSHR-expressing cells, TSH-stimulated cAMP HTRF, 2 h; active compounds read low. activity change, negative = inhibition, % at 11.5 µM. 330,000 compounds, 0.2% hits;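 active means activity change below a set negative limit, meaning inhibition stronger than a set level, cut at about -70% in these data; inconclusive means activity change between two set negative limits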; further: on the % scale 0 is the no-effect control and ±100 the full control effect
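TSHR-expressing cells, 200/well, pre-treated with compound, then stimulated with EC80 TSH (4nM final) for 2 hours at 37 deg C. cAMP measured by competitive HTRF: anti-cAMP cryptate antibody in lysis buffer plus cAMP-d2, read after 30 minutes at room temperature.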
Mito fusion act – mitochondrial division inhibition or fusion activation; S. cerevisiae fusion-defective mutant growth rescue, CellTiterGlo 48 h; AID 485298; 320,000 compounds, 0.23% hits; Potency, µM (highest dose often 46.1 µM), inactives show at the highest dose growth rescue (activation), hits mostly activators;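 further: potency means the concentration at half of the fitted maximal effect; % of control where 0% means no effect; nearly all actives have a fitted effect of over 45% in size; temperature-sensitive fusion mutants such as fzo1-1 at 37 °C on non-fermentable ethanol glycerol medium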
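Read-out: ATP-based luminescence (CellTiterGlo, 10 min ambient) reporting growth of fusion-defective ts yeast after 48 hours at 37C on glycerol/ethanol YPEG medium in the presence of compound.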
USP2a inh – USP2a (human) protease inhibition | USP2 core, Ub-CHOP2 coupled fluorogenic reporter, 485/531 | O75604 | 330,000 compounds, 0.01% hits | Potency, µM (titrated, usually from 38.3 µM), inactives show at the top dose activity change, negative = inhibition, usual class: inhibitors | AID 463254;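 further: potency means the concentration at half of the fitted maximal effect; plate controls were DMSO wells for no effect and full inhibition by NEM control for full effect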
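USP2 core (10nM final) preincubated 30min RT with compound in 20mM Tris-HCl pH 8.0, 2mM CaCl2, 2mM beta-mercaptoethanol, 0.05% CHAPS; 25nM Ub-CHOP2 plus 25nM reporter substrate added, fluorescence (Ex485/Em531) read after 60min.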
TRPV1 agonist – activates the human vanilloid receptor TRPV1; TRPV1-expressing cells, Fluo-8 calcium influx, agonist mode; activation, % at 8.33 µM; 320,000 compounds, 0.19% hits; AID 540275; in the data active means activation above about 80%; inconclusive means between about 30% and that limit; further: 0% is about no effect
Target sequence (Q8NER1 whole entry, looked up): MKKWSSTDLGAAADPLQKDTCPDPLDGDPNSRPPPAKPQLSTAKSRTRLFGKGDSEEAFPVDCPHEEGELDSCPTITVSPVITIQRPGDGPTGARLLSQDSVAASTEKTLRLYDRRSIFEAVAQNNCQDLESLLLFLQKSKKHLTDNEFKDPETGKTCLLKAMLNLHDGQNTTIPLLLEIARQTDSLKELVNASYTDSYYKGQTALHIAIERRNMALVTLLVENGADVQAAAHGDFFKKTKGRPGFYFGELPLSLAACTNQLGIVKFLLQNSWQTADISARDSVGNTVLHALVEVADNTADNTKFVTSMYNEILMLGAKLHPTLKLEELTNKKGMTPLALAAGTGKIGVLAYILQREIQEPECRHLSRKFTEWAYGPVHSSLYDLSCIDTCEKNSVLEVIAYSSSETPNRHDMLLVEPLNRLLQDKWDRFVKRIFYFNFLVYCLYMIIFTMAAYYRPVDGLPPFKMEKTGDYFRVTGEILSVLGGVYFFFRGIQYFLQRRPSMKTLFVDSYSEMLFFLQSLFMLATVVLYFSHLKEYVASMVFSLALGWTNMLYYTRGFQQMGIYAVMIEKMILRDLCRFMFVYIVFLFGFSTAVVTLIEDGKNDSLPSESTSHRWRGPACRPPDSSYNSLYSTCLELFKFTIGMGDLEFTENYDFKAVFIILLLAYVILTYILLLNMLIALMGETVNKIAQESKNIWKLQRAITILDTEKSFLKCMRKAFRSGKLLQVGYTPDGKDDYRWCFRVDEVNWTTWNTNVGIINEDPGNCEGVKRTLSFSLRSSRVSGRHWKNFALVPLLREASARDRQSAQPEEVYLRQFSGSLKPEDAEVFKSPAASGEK
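Cells expressing TRPV1 were dye-loaded with Fluo-8 and read kinetically: 10 s baseline, 3 min after compound (agonist portion), then 2 min after EC20 capsaicin (allosteric enhancer portion). Calcium-bound dye fluorescence at 480/520 nm.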
A-T KAP1 phos – candidate therapy for ataxia-telangiectasia; AID 485349; 320,000 compounds, 0.19% hits; Potency, µM (top dose mostly 57.5 µM), inactives show top-dose activation, usual class: activators; […] A-T fibroblasts, KAP-1 phosphorylation AlphaLISA; neocarzinostatin DNA damage 30 min before lysis; further: potency means the concentration at half of the fitted maximal effect; % of control where 0% means no effect; nearly all actives have a fitted effect of over 45% in size
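hTERT-immortalized A-T patient fibroblasts ([…]), 500 cells/well in OPTI-MEM, 1% FBS, got compounds for 60 min, then NCS for 30 min at 37C. Lysates were then assayed for phospho-KAP-1 by AlphaLISA (anti-pKAP1 donor, anti-KAP1 acceptor beads), 6 hr at 25C.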
KCNH2 3.1 block – KCNH2 3.1 (human) potassium channel inhibition | AID 720553 | activity change, % (tested at about 1.8 µM) | 340,000 compounds, 0.95% hits | U2OS KCNH2 3.1, thallium flux FluxOr; active compounds read low;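 active means maximum activity change below -70%; inconclusive means maximum activity change from -70% to -50%; inactive means maximum activity change above -50%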;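 further: thallium influx rate constant from kinetic fluorescence after stimulation buffer; on the % scale 0 is the no-effect control and ±100 the full control effect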
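We transduce U2OS cells with the mutant 3.1 virus, culture them overnight, load FluxOr with Red40 quencher for 45 min, then add stimulation buffer and read kinetically for 2 min to derive a normalized rate constant.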
An asterisk follows results filed as active; ? = inconclusive; · = no result given; [ ] = another dose, or the depositor's remark. Unless noted, the call rests on the fitted dose curve; in most records, active means well fitted curve in the direction sought with a large enough effect; inconclusive means small, poorly fitted or top-dose-only effect, or another doubt; inactive means no such curve, though single readings can be large; an effect the other way counts as inactive or inconclusive.

SMILES	ELG1 repair inh	TCR activator	hERG WT inh	Eya2 phos inh	TSHR antagonist	Mito fusion act	USP2a inh	TRPV1 agonist	A-T KAP1 phos	KCNH2 3.1 block
Cc1cc(Cl)cc(C)c1OCC(=O)N1CCN(c2ncccn2)CC1	1%	-1%	-15	-3%	-16	6%	-1%	2	5%	11
O=C(NCc1ccncc1)C1CCN(S(=O)(=O)Cc2ccccc2)CC1	-11%	·	4	-24%	2	-3%	2%	-1	-2%	8
O=C(CSc1ncnc2nc[nH]c12)Nc1ccc(Br)cc1Cl	-10%	2%	-13	-13%	1	2%	2%	1	-2%	2
O=C(O)c1cccc(Nc2nc(-c3cc4ccccc4oc3=O)cs2)c1	?	-3%	-20	-1%	-19	1%	-1%	1	11%	3
O=C1C2CCCN2C(c2ccccc2F)N1c1cccc(Cl)c1 (configuration not stated)	0%	-1%	-2	10%	-14	-2%	-1%	·	5%	0
CC(C)N1CCN(Cc2cccn2-c2cccnc2)CC1CCO (configuration not stated)	3%	1%	17	3%	10	-5%	0%	2	4%	7
COc1cccc(/C=C/C(=O)OCC(=O)N2c3ccccc3CC2C)c1OC (configuration not stated)	-2%	9%	-15	14%	-10	10%	0%	2	6%	-10
COc1ccccc1CNC(=O)c1cnn2c(C(F)F)cc(C)nc12	23µM*	5%	-8	-8%	10	8%	3%	2	0%	-5
COc1ccc(/C=C/C(=O)NCCc2c[nH]c3ccccc23)cc1OC	?	4%	-9	7%	1	2%	-4%	-2	-1%	12
N#Cc1ccc(NC(=O)COC(=O)c2ccc(F)c(S(=O)(=O)N3CCOCC3)c2)cc1	14%	-10%	-2	5%	0	-3%	-2%	-1	16%	-1
Cc1n[nH]c(C)c1S(=O)(=O)N1CCCC(C(=O)Nc2ccc(Br)cc2)C1 (configuration not stated)	?	3%	16	-7%	-3	-1%	4%	-2	-4%	7
O=C(NC12CC3CC(CC(C3)C1)C2)c1cc([N+](=O)[O-])ccc1Cl	0%	0%	8	-8%	-7	-4%	4%	4	10%	-8
O=C(C(O)c1ccccc1)N1N=C(c2ccccc2)CC1(O)C(F)(F)F (configuration not stated)	-8%	-2%	25	?	-9	2%	6%	2	-4%	20
Cc1cc(C)c(S(=O)(=O)N2CCN(C(=O)CCOc3ccccc3C)CC2)c(C)c1	1%	3%	2	13%	9	-1%	1%	0	-7%	8
COc1cc(C(=O)NNC(=O)c2ccc3c(c2)OCCO3)cc(OC)c1OC	-20%	-3%	11	-3%	-4	·	-6%	·	-5%	7
Oc1ccc(/C=N/n2c(-c3ccco3)csc2=Nc2cccnc2)c(O)c1	?	-7%[46.1 µM]	9	-1%	-7	6%	5%	3	2%	-2
O=C(Oc1ccccc1C(=O)N1CCOCC1)c1ccc(F)cc1	-11%	-1%	-3	0%	1	-1%	0%	0	-3%	-1
O=c1[nH]c(/C=C\c2cccc(O)c2)nc(O)c1[N+](=O)[O-]	-2%	-7%	2	-2%	1	4%	0%	2	2%	4
COc1ccc([N+](=O)[O-])c(S(=O)(=O)c2ccc(Cl)cc2)n1	19%	2%	1	-28%	9	-1%	10%	4	-12%	14
Cc1ccc2nc(-c3ccc(NS(C)(=O)=O)cc3)cc(-c3ccccc3)c2c1	?	-2%	4	-12%	24	-25%	-12%	-2	-2%	-7
Cc1c(OCC(=O)NCc2ccccn2)ccc2c3c(c(=O)oc12)CCCC3	4%	5%	-6	-5%	-13	3%	4%	1	5%	-33
Cc1ccc(/C=c2\sc3n(c2=O)CN(c2cccc(Br)c2)CN=3)o1	-10%	-1%	0	-13%	-1	-1%	6%	0	-4%	0
COc1cc(N2CCCC2)c(OC)cc1/C=C(/C#N)c1ccc(Br)cc1	-5%	0%	-9	-5%	-2	-6%	5%	1	-4%	8
Cc1ccccc1NC(=O)CC1c2ccccc2CC(C)(C)N1C (configuration not stated)	3%	-4%	-4	-5%	-6	-8%	3%	1	-1%	-26

One compound at a time, as listed above. Order of screens: ELG1 repair inh | TCR activator | hERG WT inh | Eya2 phos inh | TSHR antagonist | Mito fusion act | USP2a inh | TRPV1 agonist | A-T KAP1 phos | KCNH2 3.1 block
COc1cccc(/C=C/C(=O)OCC(=O)N2c3ccccc3CC2C)c1OC (configuration not stated) in the list: -2% | 9% | -15 | 14% | -10 | 10% | 0% | 2 | 6% | -10
O=C(Oc1ccccc1C(=O)N1CCOCC1)c1ccc(F)cc1 in the list: -11% | -1% | -3 | 0% | 1 | -1% | 0% | 0 | -3% | -1
O=C(NCc1ccncc1)C1CCN(S(=O)(=O)Cc2ccccc2)CC1 in the list: -11% | · | 4 | -24% | 2 | -3% | 2% | -1 | -2% | 8

Later entries:
SMILES	ELG1 repair inh	TCR activator	hERG WT inh	Eya2 phos inh	TSHR antagonist	Mito fusion act	USP2a inh	TRPV1 agonist	A-T KAP1 phos	KCNH2 3.1 block
CSCCC(NC(=O)c1ccccc1Cl)C(=O)NCCOc1ccccc1 (configuration not stated)	16%	0%	0	19%	8	-1%	2%	14	-11%	0
CSCCCNC(=S)N1CCN(c2ccc(C(C)=O)cc2)CC1	-13%	-7%	-2	-22%	0	-4%	2%	?	-2%	-12
CC(C)CNC1=C(C(=S)Nc2ccccc2)C(=O)CC(C)(C)C1	-1%	1%[46.1 µM]	-2	-5%	-6	23%	-1%	9	15%	-25
COc1ccc(C(=O)O)cc1S(=O)(=O)N(C)CCc1cccnc1	?	1%	-8	3%	-5	-1%	1%	2	0%	-30
COc1ccc2cc(-c3ccccc3)c(=O)oc2c1	?	5%	-14	-5%	-2	6%	-1%	9	5%	-3
CCOC(=O)Cn1cc(C=O)c2ccccc21	-2%	4%	-7	-5%	-15	0%	1%	4	8%	0
COc1ccc2c(c1)c(=O)c(C(=O)c1ccccc1)cn2Cc1ccccc1	?	11%	-4	-1%	29	22%	-3%	0	15%	10
Cc1c(C(=O)O)oc2c1ccc1ccccc12	-15%	6%	7	6%	11	3%	-7%	-4	·	1
COc1ccccc1-n1cnnc1SCC(=O)Nc1nc(C)c(Cl)cc1Cl	0%	1%	-4	-16%	2	-1%	-2%	-4	9%	11
CC(Sc1nc2ccccc2c(=O)n1Cc1ccco1)C(=O)c1ccccc1 (configuration not stated)	9%	-9%	-7	0%	0	1%	-1%	13	-6%	-13
O=C(Oc1coc(CSc2nnc(NC(=O)C3CC3)s2)cc1=O)c1c(F)cccc1F	-1%	-2%	5	-6%	14	?	-1%	6	6%	10
CCCc1ccc(OC(=O)c2cccs2)cc1	-1%	-2%	1	-11%	·	-2%	-4%	5	·	-15
O=C(Cc1ccccc1)NC(=S)Nc1ccc2oc(-c3ccccc3)nc2c1	?	2%[46.1 µM]	·	-6%	10	0%	0%	?	2%	·
CCCn1c(N)c(C(=O)CSc2nnc(-c3cccnc3)n2-c2ccc(C)cc2C)c(=O)[nH]c1=O	?	1%[46.1 µM]	-6	-2%	8	-4%	2%	-1	3%	-2
Cc1ccc(S(=O)(=O)Nc2cc(=O)[nH]c(SCC(=O)Nc3cccc(C)c3)n2)cc1	?	-8%	-14	8%	-4	-1%	-16%	2	-6%	-1
Cc1ccc(-c2nnc(SCC(=O)Nc3ccc(S(=O)(=O)N4CCCCCC4)cc3)o2)cc1	9%	0%	-13	-5%	38	-4%	-7%	-3	4%	-13
Cc1ccc(C2(CCNS(=O)(=O)c3ccc(C)cc3)CCOC(C(C)C)C2)cc1 (configuration not stated)	?	-6%[46.1 µM]	-10	-13%	-11	9%	0%	?	1%	-12
COc1ccc(CC(=O)Oc2ccccc2C)cc1S(=O)(=O)N1CCOCC1	-9%	-2%	-8	11%	0	-6%	0%	15	2%	3
O=C(NCC(=O)N(c1cccnc1)C(C(=O)NC1CCCCC1)c1cccnc1)c1ccco1 (configuration not stated)	8%	-1%	-14	8%	8	-8%	0%	-4	-7%	10
COc1ccccc1NS(=O)(=O)c1ccc(/C=C/C(=O)N2CCN(C(C)=O)CC2)cc1	21%	1%	1	-2%	-14	3%	-1%	0	-2%	-4
COc1ccc(NC(=O)N2CCN(c3ccc([N+](=O)[O-])cc3)CC2)cc1	8%	-4%	13	-29%	7	10%	0%	3	-4%	-8
O=C(NCC1CCCO1)c1cccc(NC(=O)c2ccco2)c1 (configuration not stated)	17%	-1%	-1	13%	-5	1%	4%	0	5%	-16
O=C(Cc1ccc(-n2cccc2)cc1)N1CCN(c2ccccc2F)CC1	-3%	2%	3	-16%	6	10%	-2%	?	3%	·
CCn1nc(C)c(/C=N/NC(=O)CSc2ccccn2)c1C	?	3%	0	2%	-3	-4%	-1%	-1	9%	3
Cc1ccc(NC(=O)CN2CCCCCC2)cc1[N+](=O)[O-]	?	-1%	-8	5%	-6	1%	3%	18	0%	-21
Cc1ncc(CO)c2c1Oc1nc(-c3ccccc3)nc(SCC(=O)N3CCOCC3)c1C2	?	3%	6	0%	-19	3%	0%	0	-8%	-25
CCN(c1ccc(OC)cc1)S(=O)(=O)c1ccc(-c2cc(C)no2)s1	-29%	0%	12	-13%	-18	12%	1%	7	3%	-10

These rows are one share of the data. The share of hits here may be higher or lower than overall.
